# hIAP block: human IAP inhibitors, primary screen, biochemical, luminescence, uHTS. purified IAP, CDP-Star luminescence, 30 min. 330,000 tested, 0.12% active. inhibition, % at 10 µM. AID 2544, 2010;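 active = inhibition reaching a set limit with compound at 10 µM in the primary screen, cut at about 35% in these data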;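 also: plate controls were DMSO wells with enzyme for no effect and no-enzyme buffer wells for full effect; values of inactives mirror those of a sister screen read the other way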
# Target sequence (P09923 whole entry, looked up): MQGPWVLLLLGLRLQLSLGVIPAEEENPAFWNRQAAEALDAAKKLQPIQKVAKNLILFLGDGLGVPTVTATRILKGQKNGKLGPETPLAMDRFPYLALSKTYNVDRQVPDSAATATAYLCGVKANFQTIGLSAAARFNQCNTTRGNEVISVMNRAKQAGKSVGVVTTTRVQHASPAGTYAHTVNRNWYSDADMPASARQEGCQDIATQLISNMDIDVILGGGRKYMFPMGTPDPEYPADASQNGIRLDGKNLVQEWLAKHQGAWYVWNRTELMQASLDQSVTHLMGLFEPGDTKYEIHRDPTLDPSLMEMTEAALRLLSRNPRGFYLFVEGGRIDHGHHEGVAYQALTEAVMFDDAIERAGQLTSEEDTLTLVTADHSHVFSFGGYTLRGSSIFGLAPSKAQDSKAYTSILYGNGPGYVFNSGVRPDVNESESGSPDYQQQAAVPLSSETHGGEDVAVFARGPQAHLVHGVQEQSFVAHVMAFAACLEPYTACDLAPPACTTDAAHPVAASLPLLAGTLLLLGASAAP
# mIAP act: activators of mouse IAP, primary screen, biochemical, luminescence, uHTS. muIAP, CDP-Star luminescence, 30 min; hits give high values; 1 = vehicle-only enzyme signal, 0 = enzyme-free wells. 330,000 tested, 0.24% active. activation factor at 10 µM;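 active = activation factor of at least 2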; also: the source names both 10 and 20 µM as test concentration; values of inactives mirror those of a sister screen read the other way
#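 Assay system: mouse IAP enzyme; reagent: chemiluminescent substrate CDP-Star; dosing: test compounds delivered from DMSO solution; schedule: 30 min at room temperature; measured by: luminescence from enzymatic CDP-Star hydrolysis; controls: DMSO-only wells and no-enzyme negative control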
# NLRP3 yeast inh: NALP3 inflammasome inhibitors in reconstituted yeast, primary screen, luminescence, uHTS | Yeast reconstituted NLRP3/ASC/caspase-1, beta-gal luminescence, 24 h | 330,000 tested, 0.39% active | inhibition, % at 10 µM;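 active = inhibition of 50% or more; inactive = inhibition below 50%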;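 also: plate controls were induced DMSO wells for no effect and uninduced yeast grown without galactose for full effect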
# tim10-1 inh: growth inhibitors of tim10-1 mutant yeast, primary screen, luminescence, uHTS. inhibition, % at 20 µM. AID 463190, 2010. S. cerevisiae tim10-1 ts strain growth, BacTiter-Glo, 24 h. 330,000 tested, 2.2% active;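 active = inhibition of at least 40%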;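 also: mutant grown at 25 °C; 0% = DMSO wells with yeast and 100% = wells holding no yeast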
# mIAP block: inhibitors of mouse IAP, primary screen, biochemical, luminescence, uHTS; intestinal alkaline phosphatase [Mus musculus]; purified mouse IAP, CDP-Star luminescence, 30 min; inhibition, % at 10 µM; 330,000 tested, 0.2% active;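 active = inhibition of at least 40% at 10 µM in the primary screen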;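 also: plate controls were DMSO with enzyme for no effect and no enzyme wells for full effect; values of inactives mirror those of a sister screen read the other way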
# beta cell repl: inducers of MIN6 beta-cell proliferation, primary screen, ATP luminescence, uHTS. AID 2380, 2010. proliferation, % at 10 µM. MIN6 cells proliferation, ATPlite luminescence, 48 h; cells starved in 0.2% serum; 100% = growth in 10% serum. 330,000 tested, 0.29% active;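 active = compounds whose signal lies at least 3.5 SD above the mean of all wells on their plate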;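 also: 0% = DMSO-treated cells in low-serum medium and 100% = 10% serum control; some compounds called inactive have numbers as strong as hits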
# APOBEC3G inh: APOBEC3G DNA deaminase inhibitors, primary screen, biochemical, fluorescence, single-stranded DNA substrate, uHTS; DNA dC->dU-editing enzyme APOBEC-3G (Homo sapiens), Q9HC16; recombinant A3G, ssDNA deamination FAM/TAMRA fluorescence; inhibition, % at 20 µM; 330,000 tested, 0.28% active; AID 493012, 2011;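 active = inhibition of at least 40% at 20 µM, with no more than 30% in the related APOBEC3A deaminase screen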;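 also: plate controls were DMSO wells with A3G for no effect and wells lacking A3G enzyme for full effect; some compounds called inactive have numbers as strong as hits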
# TIM10 inh: growth inhibitors of isogenic TIM10 control yeast, primary screen, counter-screen for tim10-1 yeast inhibitor project, luminescence, uHTS; 330,000 tested, 1.4% active; S. cerevisiae TIM10 strain growth, BacTiter-Glo luminescence, 24 h; inhibition, % at 10 µM;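 active = inhibition of 40% or more at the single tested concentration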;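 also: wild-type TIM10 isogenic control strain grown at permissive 25 °C; 0% = DMSO yeast wells and 100% = minimal medium wells without yeast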
# A3A deaminase: APOBEC3A ssDNA deaminase inhibitors, primary screen, selectivity assay for APOBEC3G inhibitor project, biochemical, FAM/TAMRA oligo cleavage fluorescence. recombinant A3A, FAM/TAMRA ssDNA deamination fluorescence. inhibition, % at 20 µM. 330,000 tested, 0.41% active. AID 493011, 2011;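 active = at least 40% inhibition at 20 µM here, with at most 30% in a related deaminase screen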;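 also: plate controls were A3A with DMSO for no effect and wells lacking A3A enzyme for full effect; some results filed as inactive read as strong as hits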
# Target sequence (P31941 whole entry, looked up): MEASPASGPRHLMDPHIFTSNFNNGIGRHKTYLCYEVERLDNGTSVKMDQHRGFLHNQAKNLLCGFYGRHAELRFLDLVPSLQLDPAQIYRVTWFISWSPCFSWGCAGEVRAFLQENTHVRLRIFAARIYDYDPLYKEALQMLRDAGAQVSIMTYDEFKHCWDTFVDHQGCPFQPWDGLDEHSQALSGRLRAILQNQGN
# The depositor's hits bear a star.
# Results follow in this order: APOBEC3G inh	hIAP block	mIAP act	NLRP3 yeast inh	beta cell repl	mIAP block	TIM10 inh	A3A deaminase	tim10-1 inh
- O=C(C1CCCO1)N1CCN(C(=S)Nc2ccccc2Cl)CC1 (stereo not drawn)
  0.7	-12.4	0.974	9.5	-2.0	2.6	1.5	2.2	1.5
- C/C(CC(=O)Nc1ccc2c(c1)OCCO2)=N\NC(=O)COc1ccc(Cl)c(C)c1
  -0.2	10.9	0.877	1.9	1.1	12.3	10.0	-5.3	6.0
- Nc1nc2cc(S(=O)(=O)N3CCOCC3)ccc2o1
  45.9*	-10.5	0.855	5.3	-5.1	14.5	-13.9	1.9	-1.5
- COC(=O)C1=C(C)Nc2ncnn2C1c1ccc(OC(=O)c2ccccc2)cc1 (stereo not drawn)
  -6.9	-6.9	0.999	23.9	-0.4	0.1	4.7	-1.3	0.4
- C=CCc1ccccc1OCC(=O)N/N=C/c1ccc(OC(C)=O)cc1OC(C)=O
  -5.3	-25.3	0.98	21.7	0.0	2.0	36.0	-0.5	20.0
- N#CCC(=O)Nc1ccc(C(=O)OCC(=O)Nc2ccc3ccccc3c2)cc1
  -10.4	10.4	0.892	16.7	4.0	10.8	-8.7	23.5	-11.8
- NC(=S)N/N=C1/CCSc2ccc3ccccc3c21
  -1.2	9.0	0.957	6.9	-5.2	4.3	15.0	-1.4	30.4
- O=C(Nc1ccc2nn(-c3ccccc3)nc2c1)c1ccco1
  1.8	17.6	1.03	48.5	2.6	-3.3	54.2*	4.7	22.1
- COc1ccc(CNS(=O)(=O)c2ccc(F)c(C(=O)Nc3ccccc3OC)c2)cc1
  0.4	-7.1	0.907	4.5	-1.0	9.3	8.8	0.8	5.1
- C/C(Cl)=C/Cc1c(C)[nH]c2c(ccc3ccccc32)c1=O
  -3.3	-8.5	1.07	19.5	-1.0	-6.7	1.6	-3.3	12.0
- C=CCC(NCCCO)c1cccc(OC)c1OC (stereo not drawn)
  -2.1	-18.1	1	19.4	0.5	-0.3	-4.0	0.5	-7.0
- Cc1nc2ncnn2c(C)c1CCC(=O)N1CCOCC1
  -0.8	12.1	0.979	11.3	-1.9	2.1	-1.1	0.4	0.5
- O=C(O)CCC(=O)c1ccc2c(c1)CCCC2
  -10.1	-6.1	0.907	1.1	-3.2	9.3	0.4	3.9	5.6
- C[C@]12c3[nH]c4ccccc4c3CCN1C(=O)C(CC(=O)NCC13CC4CC(CC(C4)C1)C3)C[C@@H]2C(=O)N1CCOCC1 (stereo partly drawn)
  -4.6	-9.8	1.15	7.8	-4.6	-14.6	10.1	-1.0	5.5
- O=C(CN1CCN(CC(=O)Nc2cccc(F)c2)CC1)NCC1(N2CCOCC2)CCCCC1
  -0.8	21.5	1.02	0.8	-0.3	-2.2	9.0	-0.8	-11.4
- CC1(C)Oc2cc(N)c([N+](=O)[O-])cc2O1
  -5.4	-6.7	0.944	16.4	0.7	5.6	7.6	-3.6	5.8
- CC(C)S(=O)(=O)c1ccc(C(=O)Nc2ccc(F)cc2F)cn1
  -1.7	0.2	0.935	0.9	-2.0	6.5	0.1	-0.4	4.4
- Cc1cc(C)c2nc(-c3ccccn3)cc(C(=O)n3cccn3)c2c1
  -4.8	3.2	0.925	5.2	-1.0	7.5	18.6	0.9	29.5
- Nc1nc2ccc(C(=O)NC3CCCCC3)cc2s1
  -7.5	-10.6	0.98	15.4	-1.2	2.0	8.0	-16.7	30.5
- COc1ccc(/C=C(\NC(=O)c2ccco2)C(=O)N2CCOCC2)cc1
  0.2	-0.4	0.971	4.1	0.0	2.9	-3.5	5.1	-17.2
- O=C(C1CCCN(S(=O)(=O)c2cnc[nH]2)C1)N1CCN(Cc2ccccc2)CC1 (stereo not drawn)
  -1.0	3.9	1.12	17.4	2.9	-12.0	7.1	2.3	-5.1
- CCN(CC)S(=O)(=O)c1ccc(N/N=C(\C)c2cccnc2)nc1
  -10.8	-8.1	1.11	-12.4	-4.9	-10.9	13.1	-7.3	35.5
- COc1ccc(S(=O)(=O)N2CCCOC2CNC(=O)C(=O)NCc2ccccc2F)cc1C (stereo not drawn)
  3.3	24.8	1.03	6.5	-1.1	-2.7	2.1	0.8	-2.6
- O=S(=O)(Nc1n[nH]c(C(F)(F)F)n1)c1ccccc1
  2.7	-10.4	1	19.3	0.8	0.0	-8.3	5.6	14.5
- Cc1cc(NC(=O)c2ccccc2Cl)c(C(C)C)cc1O
  -8.9	9.7	0.935	-5.1	1.1	6.5	23.7	-3.6	11.6
- Fc1ccccc1C1c2[nH]c3ccccc3c2CCN1Cc1cccn1-c1ncccn1 (stereo not drawn)
  -10.0	6.1	0.963	12.6	-4.8	3.7	19.2	-1.8	24.1
- O=C(N/N=C1/CCSC1)c1cc(Br)ccc1O
  -0.9	5.0	0.686	4.8	0.4	31.4	1.0	-0.6	7.1
- COc1cccc(C(=O)N(Cc2ccccc2)Cc2cc3cc4c(cc3[nH]c2=O)OCCO4)c1
  -2.5	-3.2	0.989	-1.0	-0.6	1.1	-7.7	2.0	20.4
- O=C(Nc1nnc(-c2cccnc2)o1)c1cccc(Cl)c1
  -0.4	1.5	0.976	10.2	-5.8	2.4	3.0	5.5	14.7
- CC1Cc2ccccc2N1C(=O)CSc1nc2ccccc2o1 (stereo not drawn)
  -5.2	-7.9	1.06	9.9	0.5	-6.3	8.7	-0.7	25.5

# A few values from the results shown:
# NLRP3 yeast inh result of O=C(Nc1ccc2nn(-c3ccccc3)nc2c1)c1ccco1 → 48.5
# beta cell repl result of O=C(Nc1nnc(-c2cccnc2)o1)c1cccc(Cl)c1 → -5.8

# (further entries)
# Results follow in this order: APOBEC3G inh	hIAP block	mIAP act	NLRP3 yeast inh	beta cell repl	mIAP block	TIM10 inh	A3A deaminase	tim10-1 inh
- O=C(NC(=S)Nn1cnnc1)c1ccccc1
  0.5	3.3	0.959	1.3	-5.3	4.1	3.3	-5.0	5.5
- CCOC(=O)N1CCN(C(=O)c2cccn3c(=O)c4sccc4nc23)CC1
  -7.0	5.6	1.04	9.8	-0.7	-4.3	8.2	-2.6	3.3
- Cc1nc2sc3c(c2c(=O)o1)CC(C)(C)OC3
  -5.3	5.7	1.01	28.1	-0.8	-0.7	-10.0	-2.3	-7.8
- C=CCNC(=S)NNC(=O)c1ccc(C)c(Cl)c1
  -4.7	-53.9	0.947	-0.5	1.3	5.3	1.4	3.3	1.4
- COc1ccc(CNC(=O)COC(=O)c2c(C)nn(-c3ccccc3)c2C)cc1OC
  -6.8	-2.7	0.981	17.9	-1.6	1.9	13.6	-0.8	1.1
- O=C(c1ccc(=O)[nH]c1)N(Cc1cccs1)C1(C(=O)NC2CCCC2)CCCCC1
  -5.9	-16.7	1.09	4.2	-0.3	-9.0	6.5	-1.6	9.7
- COC(=O)c1ccc(C2=NOC(C)(c3sc(-c4ccccc4)nc3C)C2)cc1 (stereo not drawn)
  -3.5	2.5	0.934	9.0	-4.0	6.6	-11.3	1.0	-20.0
- Cc1onc(-c2ccc(Cl)cc2)c1-c1ccnc(SCC(=O)Nc2ccc(C(C)C)cc2)n1
  -4.0	4.5	1.09	4.6	-2.1	-9.4	27.1	0.2	18.8
- COc1cc(Cl)c(C)cc1NC(=O)CN1CCN(C(=O)C2CC2)CC1
  -5.7	11.3	0.968	14.6	-0.9	3.2	7.0	0.3	11.3
- CC(C)C(=O)N(Nc1nc2ccccc2s1)C(=O)C(C)C
  -0.3	-12.1	1.01	18.7	0.0	-0.7	14.0	1.6	6.7
- CC(C)CN1CCCC(N2CCN(c3cccc(Cl)c3)CC2)C1 (stereo not drawn)
  -7.2	-26.7	0.894	9.5	-1.7	10.6	2.7	-1.3	-4.5
- O=C(O)C1C2C=CC(O2)C1C(=O)Nc1ccc2c(c1)OCCO2 (stereo not drawn)
  -0.1	2.6	0.897	21.5	-2.5	10.3	4.2	-1.7	0.9
- CC(=O)NC(Cc1cc(C)ccc1C)C(=O)N1CCN(C(=O)c2ccccc2Br)CC1 (stereo not drawn)
  -1.4	6.4	1.05	11.3	1.0	-5.1	12.3	-0.8	11.9
- CCCOc1ccc(Cl)cc1/C=C1/C(=O)ON=C1C
  -6.5	-8.7	1.06	6.3	-3.2	-6.1	-8.8	-5.5	35.9
- Cc1ccc(S(=O)(=O)CCC(=O)Nc2nc3c(s2)CCCC3)cc1
  -1.1	-1.5	1.02	16.4	-5.1	-2.0	15.2	2.2	20.3
- Cc1ccc(CNC(=O)c2nnn(CC(=O)Nc3cccc(C)c3C)c2N)cc1
  0.0	-7.3	0.957	-1.0	-2.8	4.3	8.8	-0.5	22.1
- COc1ccc(NC(=O)c2cc(S(=O)(=O)N3CCCC3)cn2C)cc1Cl
  -8.2	3.8	1.14	-8.7	-2.9	-13.7	-10.0	-2.9	-4.1
- CCN(CC)CC(C)(C)COC(=O)c1oc2ccccc2c1C
  -4.9	13.0	0.863	-5.8	-1.1	13.7	-2.6	-4.3	12.4
- c1ccc(CCCCN2C(Nc3ccccc3)=NC[C@@H]2Cc2ccccc2)cc1
  -2.3	5.4	1.01	33.6	-8.4	-1.3	5.2	-0.7	15.6
- CCCn1c2ccccc2c2nnc(SC(CC)C(=O)Nc3cc(C)on3)nc21 (stereo not drawn)
  1.5	-4.8	0.986	19.0	3.2	1.4	-12.5	1.1	-0.6
- Cc1nn(Cc2ccc(Cl)cc2)c(C)c1NC(=O)CCCn1nc(C)c([N+](=O)[O-])c1C
  -8.8	12.1	1.12	7.4	-3.4	-12.3	-6.8	-6.6	9.6
- COc1ccc(NC(=O)CN2CCN(c3ccccc3C)CC2)cc1
  -8.7	-21.2	1.05	29.0	1.9	-4.6	-20.8	-4.4	-6.7
- Cc1ccc(C)c(S(=O)(=O)N2CC(=O)Nc3ccccc32)c1
  -1.6	12.5	0.966	3.7	-4.1	3.4	-3.2	1.2	16.7
- COc1ccc(CCNC(=O)COC(=O)c2ccc(OC)cc2OC)cc1
  -5.4	-15.9	0.955	12.5	2.9	4.5	8.5	-2.9	18.7
- Cc1cc(C)c(S(=O)(=O)N2CCOC2CNC(=O)C(=O)NCCCn2ccnc2)c(C)c1 (stereo not drawn)
  -2.4	-16.9	1.05	-12.9	-4.1	-5.1	0.6	-1.7	-1.8
- O=C(CN1CCN(c2ccccc2)CC1)Nc1c(C(=O)C2CC2)oc2ccccc12
  1.0	11.3	1.02	18.9	0.0	-1.7	3.8	2.3	5.5
- Cc1ccc(S(=O)(=O)N2[C@@H](c3ccccc3)C(C(=O)O)=CC[C@H]2c2ccc(Cl)cc2)cc1
  -11.3	-1.0	0.964	3.0	-6.7	3.6	-3.0	-2.5	32.9
- Cc1c(Nc2ncnc3c2cnn3-c2ccccc2)c(=O)n(-c2ccccc2)n1C
  0.5	-22.3	1.11	17.2	-2.4	-10.7	2.5	-1.2	-11.9

# Assay outcomes: PubChem, Sanford-Burnham Center for Chemical Genomics
